MC4R antagonist: blocks human MC4R cAMP signaling. P32245. MC4R-expressing cells, MTII-stimulated cAMP, LANCE TR-FRET. inhibition, % at 6.5 µM. 360,000 tested, 0.48% active. AID 540295;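 active = inhibition above its plate's cutoff, the mean of tested wells on that plate plus 3 SD, cut at about 29% in these data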;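 note: 0% = Melanotan II alone and 100% = Melanotan II plus saturating MCL0020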
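Assay system: human MC4R-expressing U2OS cells; reagent: Melanotan II stimulation of cells; dosing: 6.5 µM single dose; timing: compound 30 min, challenge 1 h, detection 1 h; signal: TR-FRET cAMP assay; replicates: one well per compound, no replicates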
NOD2-RIPK2 inh: inhibitors of human NOD2-RIPK2 interaction; O43353; CHO BLA complementation NOD2-RIPK2, CCF4 ratio; inhibition, % at 4.98 µM; 360,000 tested, 0.38% active; in the data active = inhibition above about 21%;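 note: 0% = vehicle only and 100% = reference blocker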
SRC2 inh: inhibits human steroid receptor coactivator 2; Q15596; 370,000 tested, 0.17% active; HEK293 GAL4-SRC2 luciferase reporter, luminescence; inhibition, % at 9 µM;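 active = inhibition above the mean inhibition of all tested compounds plus 3 SD, set per campaign, cut at about 52% in these data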;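 note: 0% = DMSO treated cells and 100% = cells given Gossypol at 36 µM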
MC4R ag barr: human MC4R agonism via beta-arrestin | P32245 | AID 540308 | U2OS MC4R beta-arrestin complementation, luminescence; percent of melanotan II response, DMSO zero | 360,000 tested, 0.98% active | activation, % at 8.9 µM;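 active = activation above a per-plate cutoff, the mean activation of sample wells on that plate plus 3 SD, cut at about 8% in these data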
NR2F2 inh: NR2F2 (human) inhibition, primary screen; inhibition, % at 8.6 µM; 370,000 tested, 0.7% active; HEK293T NGFI-A luciferase reporter, luminescence; AID 686940; P24468;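 active = inhibition above a per-plate cutoff, mean inhibition of test wells between control levels plus 3 SD, cut at about 38% in these data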;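 note: cells cotransfected with COUP-TFII expression vector driving the NGFI-A reporter; 0% = median of COUP-TF2 test wells and 100% = reporter-only cells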
NCOA1 inh: inhibits human SRC1 coactivator. Q15788. HEK293 GAL4-SRC1 luciferase reporter, luminescence. inhibition, % at 3.6 µM. 360,000 tested, 0.12% active. AID 588354;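 active = inhibition above the campaign mean plus 3 SD, with each screening campaign given its own cutoff, cut at about 60% in these data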;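 note: 0% = DMSO treated cells and 100% = gossypol at 36 µM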
TLR9-MyD88 inh: TLR9-MyD88 interaction inhibition; inhibition, % at 4.98 µM; 340,000 tested, 0.21% active; Q9NR96+Q99836; AID 504734; CHO BLA complementation TLR9-MyD88, CCF4 FRET ratio;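 active = inhibition above the mean over all tested compounds plus 3 SD, cut at about 21% in these data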;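 note: 0% = DMSO only wells and 100% = clavulanate BLA inhibitor control wells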
SRC3 inh: inhibitors of human steroid receptor coactivator 3 (SRC3). Q9Y6Q9. HEK293 GAL4-SRC3 luciferase reporter, luminescence. inhibition, % at 3.6 µM. 360,000 tested, 0.17% active. AID 588352;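 active = inhibition above a per-campaign cutoff, the mean of all compounds plus 3 SD, cut at about 60% in these data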;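 note: 0% = DMSO-treated cells and 100% = gossypol-treated cells at 36 µM; higher means less SRC3-driven luciferase light from the GAL4 reporter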
LRH-1 inv ag: inverse agonists of human LRH-1 (NR5A2); HEK293T StAR-luciferase reporter, LRH-1 transfected, 24 h; inhibition, % at 3.6 µM; O00482; 360,000 tested, 0.13% active;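 active = inhibition above the mean inhibition of all tested compounds plus 3 SD, cut at about 73% in these data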;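 note: 0% = DMSO wells and 100% = reporter-only cells lacking LRH-1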
LMP1 NFkB inh: reduces LMP1-driven NF-kappaB luciferase signal; LMP1-induced NF-kappaB luciferase reporter cells, luminescence; inhibition, % at 12.5 µM; 350,000 tested, 0.69% active; AID 504558; in the data active = inhibition above about 41%;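 note: 0% = neutral control wells and 100% = reference inhibitor control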
ABHD5-PLIN5 inh: blocks binding of human ABHD5 to perilipin-5; inhibition, % at 4 µM; Q00G26+Q8WTS1; AID 602281; 360,000 tested, 0.78% active; Split G. princeps luciferase complementation, luminescence, 4 h;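 active = inhibition above the mean inhibition across every tested compound plus 3 SD, cut at about 22% in these data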;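 note: 0% = DMSO only wells and the 100% control is not disclosed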
Target sequence (Q00G26 whole entry, looked up): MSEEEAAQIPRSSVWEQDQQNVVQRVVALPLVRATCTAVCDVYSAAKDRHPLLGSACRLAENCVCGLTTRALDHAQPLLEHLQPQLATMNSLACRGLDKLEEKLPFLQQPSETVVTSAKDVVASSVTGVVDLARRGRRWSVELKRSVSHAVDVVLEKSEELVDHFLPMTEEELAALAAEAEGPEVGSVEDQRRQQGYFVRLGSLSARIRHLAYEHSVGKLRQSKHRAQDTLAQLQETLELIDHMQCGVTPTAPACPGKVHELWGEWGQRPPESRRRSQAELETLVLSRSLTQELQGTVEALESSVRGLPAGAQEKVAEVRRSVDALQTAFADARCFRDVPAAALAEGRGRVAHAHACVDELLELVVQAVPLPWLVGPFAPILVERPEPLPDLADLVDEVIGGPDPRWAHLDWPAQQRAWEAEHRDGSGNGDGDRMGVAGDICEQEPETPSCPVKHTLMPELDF
Target sequence (Q8WTS1 whole entry, looked up): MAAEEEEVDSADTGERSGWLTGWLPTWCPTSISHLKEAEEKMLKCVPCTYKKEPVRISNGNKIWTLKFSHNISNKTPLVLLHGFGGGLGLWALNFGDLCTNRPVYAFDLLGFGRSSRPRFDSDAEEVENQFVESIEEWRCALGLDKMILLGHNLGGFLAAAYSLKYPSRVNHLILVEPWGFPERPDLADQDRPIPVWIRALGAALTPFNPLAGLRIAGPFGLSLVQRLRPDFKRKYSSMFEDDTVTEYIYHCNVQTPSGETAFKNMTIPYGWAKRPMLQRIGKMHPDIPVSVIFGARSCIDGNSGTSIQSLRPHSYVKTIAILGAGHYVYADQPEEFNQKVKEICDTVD
Starred values were filed as active, the others as inactive; / = not tested or not shown. Some of the compounds tested; rates above refer to the full screens.

Sample of the layout (five entries):
cpd	compound	NCOA1 inh	SRC2 inh	TLR9-MyD88 inh	MC4R antagonist	NR2F2 inh	LMP1 NFkB inh	MC4R ag barr	LRH-1 inv ag	NOD2-RIPK2 inh	SRC3 inh	ABHD5-PLIN5 inh
1	COc1ccccc1N(C(=O)CNC(=O)c1ccco1)C(C(=O)NC1CCCC1)c1ccncc1 (configuration not stated)	7	-10	-13	8	-8	2	0.0	0	-8	25	1
2	COc1ccc(N=C2C(=Nc3ccc(OC)cc3)N(c3ccc(OC)cc3)C(=S)N2C)cc1	5	/	1	10	/	-1	-1.1	11	-6	7	-9
3	COCOc1ccc(-c2cc(=O)c3c(O)cc(OCOC)cc3o2)cc1	-10	-10	1	-2	7	-23	-0.5	1	-11	-3	3
4	C[C@@H]1CN([C@@H](C)CO)C(=O)Cc2cc(NC(=O)Nc3cccc4ccccc34)ccc2O[C@@H]1CN(C)Cc1ccc(C(F)(F)F)cc1	-5	10	-8	-3	7	0	-0.8	24	-7	20	-13
5	COC(=O)C(C)Sc1ncnc2c1nnn2-c1ccc(F)cc1 (configuration not stated)	8	-17	-1	13	10	-5	-2.2	-23	0	-32	-1

This part in full, from the start:
cpd	compound	NCOA1 inh	SRC2 inh	TLR9-MyD88 inh	MC4R antagonist	NR2F2 inh	LMP1 NFkB inh	MC4R ag barr	LRH-1 inv ag	NOD2-RIPK2 inh	SRC3 inh	ABHD5-PLIN5 inh
1	COc1ccccc1N(C(=O)CNC(=O)c1ccco1)C(C(=O)NC1CCCC1)c1ccncc1 (configuration not stated)	7	-10	-13	8	-8	2	0.0	0	-8	25	1
2	COc1ccc(N=C2C(=Nc3ccc(OC)cc3)N(c3ccc(OC)cc3)C(=S)N2C)cc1	5	/	1	10	/	-1	-1.1	11	-6	7	-9
3	COCOc1ccc(-c2cc(=O)c3c(O)cc(OCOC)cc3o2)cc1	-10	-10	1	-2	7	-23	-0.5	1	-11	-3	3
4	C[C@@H]1CN([C@@H](C)CO)C(=O)Cc2cc(NC(=O)Nc3cccc4ccccc34)ccc2O[C@@H]1CN(C)Cc1ccc(C(F)(F)F)cc1	-5	10	-8	-3	7	0	-0.8	24	-7	20	-13
5	COC(=O)C(C)Sc1ncnc2c1nnn2-c1ccc(F)cc1 (configuration not stated)	8	-17	-1	13	10	-5	-2.2	-23	0	-32	-1
6	COc1ccc(-c2nc(C#N)c(NCCCN(C)C)o2)cc1OC	3	-22	-6	-5	-19	-2	-2.6	-9	-9	15	-2
7	O=C(Cn1cnc2c(cnn2-c2ccc(F)cc2)c1=O)N1CCN(c2ccccc2)CC1	-22	-7	1	3	-16	9	-1.2	3	-2	5	3
8	CC(C)Oc1ccc(CCc2nnc(SCC(=O)O)n2-c2ccccc2)cc1	1	18	-7	18	1	4	-0.5	-16	-2	5	0
9	CCOC(=O)c1c(-c2cccc(C)c2)csc1NC(=O)c1c(-c2ccccc2)noc1C	11	-33	-2	8	-53	20	0.4	12	-10	-13	-5
10	COc1ccc(NC(=O)c2ccco2)cc1NC(=O)COc1ccccc1[N+](=O)[O-]	-9	0	4	5	-12	-21	5.3	12	-18	-11	5
11	Cc1ccc(C)c(N2CCN(C(C(=O)NC3CCCC3)C(C)C)CC2)c1 (configuration not stated)	/	5	/	/	-5	/	/	24	0	/	5
12	CCOc1cc(NC(=O)c2ccccn2)c(OCC)cc1NC(=O)c1ccc(Cl)cc1	-23	0	2	10	-13	4	0.1	1	9	-6	6
13	O=C(NCc1ccncc1)C(=O)NCC1OCCN1S(=O)(=O)c1ccc(F)cc1 (configuration not stated)	-18	26	3	7	15	-7	-3.4	9	-6	13	2
14	N#Cc1nc(-c2ccc(Cl)cc2)oc1N1CCCCC1	0	-41	-2	-1	14	-4	-1.0	1	1	3	3
15	Cc1cnc(C(=O)Nc2ccc(C(C)C)cc2)cn1	-105	-53	2	1	-50	-25	-1.6	-114	-6	-71	-2
16	CCOc1ccccc1NC(=O)CCC(=O)Nc1ccccc1OCC	4	-6	0	-4	-4	-3	-1.5	10	-1	9	2
17	Cc1c(C(=O)N2CCN(C(=O)c3ccco3)CC2)sc2nc(-c3ccc(F)cc3)cn12	-4	-6	-2	10	5	-4	-0.7	1	2	4	0
18	O=C(CSc1ncccc1C(=O)O)c1cccc(C(F)(F)F)c1	-151	2	1	5	-1	-1	-1.9	-52	5	-5	-3
19	Cc1ccccc1OCCCn1c(CO)nc2ccccc21	-6	-18	0	7	-4	-4	-2.4	-9	-3	-2	2
20	CC(=O)NN=C(C)c1ccc(NC(=O)C2CC2)cc1	-24	2	/	3	-5	/	-0.7	-16	11	0	5
21	CC(C)N1CC(C(=O)Nc2ccc(Cl)cc2Cl)CC1=O (configuration not stated)	6	-17	-3	-6	-10	-1	1.6	3	-4	13	-5
22	O=C(C1CC(=O)N(c2ccccc2)C1)N1CCN(C2=NS(=O)(=O)c3ccccc32)CC1 (configuration not stated)	-4	4	1	-2	-12	-11	-1.1	1	-2	6	2
23	Cc1cccn2c(=O)c(C=C(C#N)C#N)c(N3CCN(c4ccccc4)CC3)nc12	-19	9	-1	26	12	-4	1.5	-7	0	-36	-2
24	COc1ccc(Cl)cc1NC(=O)CN1CCC(n2nnc3cc(C)ccc32)CC1	11	-7	3	11	10	22	-3.2	-22	-3	2	-1
25	O=C(COC(=O)Cn1cc(C(F)(F)F)ccc1=O)Nc1ccc(Br)cc1F	-6	-23	-5	7	-8	-4	1.8	-8	-3	6	-1
26	CCN(CC)S(=O)(=O)c1ccc(C)c(NC(=O)COc2ccc(Cl)cc2Br)c1	-10	-6	-17	-17	10	-8	9.7*	3	-6	1	-8
27	COc1ccc(C(=O)c2c[nH]c(C(=O)NCC3CCCO3)c2)cc1 (configuration not stated)	-17	-26	2	7	-8	-13	-1.0	-2	-1	-3	-2
28	CCOc1cc(CN2CCCCC2)ccc1OC	-9	7	-8	17	-6	2	-0.4	10	5	-4	-3
29	O=C(Nc1ccc(S(=O)(=O)N2CCOCC2)cc1)C1CC(=O)N(c2ccc(F)cc2)C1 (configuration not stated)	6	-6	5	7	22	3	2.1	-9	11	14	4
30	CCOC(=O)Nc1ccc(OCc2nnc3c4ccccc4c(C)nn23)cc1	9	9	7	-7	-7	10	-2.6	-5	-3	7	-5
31	COc1ccc(-c2c(C#Cc3ccsc3)c3cc(Br)ccc3n2C)cc1	-6	23	5	0	10	-28	-0.8	-16	-2	-6	1
32	O=C(CNCc1cccnc1)Nc1cc(C(F)(F)F)ccc1N1CCOCC1	-1	-19	-6	21	-4	4	6.4	-19	2	8	1
33	O=C1C=C(N2CCCCCC2)C2(CCCCC2)O1	-10	6	-21	-7	6	-15	-2.5	44	-9	15	-3
34	Cc1ccc(CN2C(=O)CCC2C(=O)NCc2ccc(F)cc2)cc1 (configuration not stated)	6	-18	-2	0	7	-2	-2.1	-6	-13	7	-3
35	CCc1ccccc1NC(=S)NC1CC2CCC(C1)N2Cc1ccco1 (configuration not stated)	-6	-16	-1	-2	2	-6	-0.9	-5	-6	3	4
36	COc1ccc(C(CNC(=O)c2cccn2C)N2CCOCC2)cc1 (configuration not stated)	-39	-33	-1	8	-40	-12	-5.4	-22	3	-6	-4
37	CCc1cc2cc(C)cc(C)c2nc1Cl	-8	-8	-10	-5	-4	1	-0.9	-17	-6	10	-3
38	CC(C)CCn1c(=O)c2ccccc2n2c(CCl)nnc12	-2	8	-7	-1	7	8	-1.1	6	1	-20	6
39	Cc1ccc(-n2[nH]c(C)c(/C=N/c3ccccn3)c2=O)cc1	-7	-27	3	-2	1	-3	-0.8	9	-3	-3	-11
40	CCOc1ccc(CCNC(=O)CCC(=O)N2CCOc3ccccc32)cc1OCC	-20	20	-5	-6	-8	-7	-0.6	-25	-4	-4	-2
41	CN(c1ccc(Br)cc1)S(=O)(=O)c1ccc2[nH]cc(C(=O)NCCN3CCOCC3)c(=O)c2c1	1	14	-9	17	15	3	-0.6	-15	-12	-7	3
42	Cc1cccc(OCC(=O)NNC(=O)CCc2ccccc2)c1	10	-10	-1	4	-9	-3	-2.0	8	-10	1	-2
43	O=C(c1ccc(-n2cccn2)cc1)N1CCc2ccccc2C1	-36	-20	-3	1	-25	0	1.4	-48	7	4	12
44	CN1CCN(S(=O)(=O)c2ccc(N3CCN(S(=O)(=O)c4cccs4)CC3)nc2)CC1	-15	-1	-2	0	14	2	-1.2	-1	-7	11	-1
45	CCOc1ccc(S(=O)(=O)N(CC(=O)NN=C2CCN(C)CC2)c2ccc(C)cc2)cc1	-3	12	-5	7	-6	5	-2.5	-7	-9	11	-4

Source: PubChem BioAssay (several laboratories)
